Screens as filed in PubChem BioAssay.
TAG inh: inhibitors of triacylglycerol accumulation, primary screen, cell-based, uHTS, fluorescence, H9c2; H9c2 cells, Nile Red lipid (TAG) fluorescence; cells loaded with 200 µM oleic acid; inhibition, % at 12.5 µM; 0.66% of 230,000 active; AID 651582, 2012;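 active = pattern-corrected inhibition of lipid staining of at least 50% with the nuclear-stain viability signal not falling by more than 50%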;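 also: 0% = DMSO wells and 100% = triacsin C control wells; some results filed as inactive read as strong as hits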
TAG inh DAPI viability: further read-out of TAG inh, marked with its call; DAPI nuclei signal change (viability), lower = more cytotoxic, %;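 whole-well DAPI fluorescence read on a plate reader as a viability signal; minus 50 percent equals half of cells still viable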
* = called active by the depositor. Some of the compounds tested (hit frequency here may not be typical).

SMILES	TAG inh	TAG inh DAPI viability
CC1Cc2cc(/C(O)=C3/C(=O)C(=O)N(CCN4CCOCC4)C3c3ccc([N+](=O)[O-])cc3)ccc2O1 (stereo not given)	1	-8
COC(=O)C1OC1c1cc([N+](=O)[O-])ccc1OC (stereo not given)	-11	1
CCC(CC)C(=O)c1c[nH]c(C(=O)NCc2cccnc2)c1	-5	10
CCCCCCOc1ccc(C(CC(N)=O)C(=O)O)cc1 (stereo not given)	-12	-1
O=C(NC(=S)Nc1ccc(Cl)c(C(=O)O)c1)c1cccc(COc2ccccc2)c1	0	3
O=C(CCC(=O)OCC(=O)c1ccc([N+](=O)[O-])cc1)Nc1ccccc1Cl	13	-11
CC(=O)c1cccc(NC(=O)C(C)OC(=O)Cc2c[nH]c3ccccc23)c1 (stereo not given)	0	3
Fc1ccc(Nc2nnc(-c3ccncc3)s2)cc1Cl	15	23
CN(Cc1ccccc1)C(=O)c1nn2cccnc2c1Cl	-5	5
O=C(OCCOc1ccccc1)c1n[nH]c2ccccc12	-5	-5
COc1ccc(N2CC(C(=O)Nc3nccs3)CC2=O)cc1 (stereo not given)	1	-1
Cc1ccc(SCCNC(=S)Nc2ccc(C)c(C)c2)cc1	-9	6
CCCCN1C(=O)C2NN=C(C(=O)OC)C2C1=O (stereo not given)	3	-15
O=C(NCCOc1ccccc1F)c1ccc2c(=O)n3c(nc2c1)CCC3	11	0
CCCCCCn1c(N2CCN(c3ccccc3)CC2)nc2c1c(=O)n(C)c(=O)n2C	7	-2
COc1cccc(C(C)(O)c2nc(-c3ccccc3OC)cs2)c1 (stereo not given)	2	-5
COc1ccc(/C(C)=N/NC(=O)c2ccccc2OCc2ccccc2)c(OC)c1	-33	0
COc1ccc(C2=NN(C(=O)CSc3nnc(C)n3C)C(c3ccco3)C2)cc1 (stereo not given)	-9	3
Cc1ccccc1NC(=O)CN1CCOCC1	8	-2
Cc1ccc(S(=O)(=O)Nc2ccccc2N=Cc2c(F)c(F)c(F)c(F)c2F)cc1	-13	13

Looked up above.
Under TAG inh, COc1ccc(N2CC(C(=O)Nc3nccs3)CC2=O)cc1 (stereo not given) has the entry 1
Under TAG inh DAPI viability, CCCCCCn1c(N2CCN(c3ccccc3)CC2)nc2c1c(=O)n(C)c(=O)n2C has the entry -2
Under TAG inh DAPI viability, COc1cccc(C(C)(O)c2nc(-c3ccccc3OC)cs2)c1 (stereo not given) has the entry -5
Under TAG inh, O=C(NCCOc1ccccc1F)c1ccc2c(=O)n3c(nc2c1)CCC3 has the entry 11
Under TAG inh DAPI viability, COC(=O)C1OC1c1cc([N+](=O)[O-])ccc1OC (stereo not given) has the entry 1
Under TAG inh, CCCCN1C(=O)C2NN=C(C(=O)OC)C2C1=O (stereo not given) has the entry 3

Continuation.
SMILES	TAG inh	TAG inh DAPI viability
O=C(O)[C@@H]1CCCN1S(=O)(=O)c1cccc2cccnc12	-12	-5
COc1ccc(/C=N/n2cncn2)cc1CSc1ccccn1	3	-5
O=C(CC1C(=O)NCCN1Cc1ccoc1)NCCCn1ncc2ccccc21 (stereo not given)	0	-12
CC(COc1ccccc1)N1CCC(CO)(Cc2ccccc2)CC1 (stereo not given)	-7	8
CC(C)c1nc(SCC(=O)c2c[nH]c3ccccc23)n[nH]1	-3	2
Cc1cc(C(=O)CSc2n[nH]c(N)n2)c(C)n1C1CC1	-14	5
Cc1cc(NC(=O)CSCC(=O)Nc2ccc(C)c(C)c2)no1	-11	8
CCc1ccc(C(O)c2ncc(-c3cccc(C)c3)[nH]2)cc1 (stereo not given)	-28	3
CSc1nc2[nH]c3c(c2c2nnnn12)CCCC3	-8	10
Cc1ccc(C)c(S(=O)(=O)Nc2cc(C)on2)c1	-10	0
CN(C)S(=O)(=O)c1cccc(C(=O)Nc2cccnc2)c1	8	1
Cc1ccc(C(=O)/C=C/Nc2ccc([N+](=O)[O-])cc2Br)cc1	0	-17
O=C(C=C1CCN(c2ncc(C(F)(F)F)cc2Cl)CC1)NNC(=O)Nc1ccccc1	12	-2
Cc1ccc(C2=CC(c3ccccc3)n3ncnc3N2)cc1 (stereo not given)	13	8
COc1cccc(-c2nnc(N(C)C(=O)C3CCOC3)s2)c1 (stereo not given)	1	-4
Cc1ccc([N+](=O)[O-])cc1NC(=O)/C=C/C(=O)O	4	-6
CSc1ccc(/C=C/C(=O)OCC(=O)N2CCc3ccccc32)cc1	-12	2
Cc1cccc(N2CC(C(=O)NC3CCCCCC3)CC2=O)c1C (stereo not given)	9	-7
COC(=O)[C@@H]1C[C@H]2CC[C@H](O)C[C@H]2N1Cc1ccccc1OS(=O)(=O)c1ccc(C)cc1	-15	0
O=c1c2ccccc2nc2n1CCS2(=O)=O	14	-13

Another view of 6 compounds above:
structure | TAG inh | TAG inh DAPI viability
Cc1ccc([N+](=O)[O-])cc1NC(=O)/C=C/C(=O)O | 4 | -6
CC(C)c1nc(SCC(=O)c2c[nH]c3ccccc23)n[nH]1 | -3 | 2
Cc1cccc(N2CC(C(=O)NC3CCCCCC3)CC2=O)c1C (stereo not given) | 9 | -7
COC(=O)[C@@H]1C[C@H]2CC[C@H](O)C[C@H]2N1Cc1ccccc1OS(=O)(=O)c1ccc(C)cc1 | -15 | 0
Cc1ccc(C(=O)/C=C/Nc2ccc([N+](=O)[O-])cc2Br)cc1 | 0 | -17
Cc1ccc(C2=CC(c3ccccc3)n3ncnc3N2)cc1 (stereo not given) | 13 | 8

Additional records:
SMILES	TAG inh	TAG inh DAPI viability
CCCCCCCc1n[nH]c(=S)n1Cc1ccccc1	6	8
COc1ccc(NC(=O)C[C@H]2C(=O)N(Cc3ccccc3)C[C@@H]2CSC)cc1	-10	3
CC(=O)c1cc2c(cc1NC(=O)CN1CCCCCC1)OCO2	10	3
COc1cccc(NC(=O)N2CCN(S(C)(=O)=O)CC2)c1	8	-4
Cn1cc(CN2CCCC(CNC(=O)c3ccc4c(c3)OCO4)C2)c2ccccc21 (stereo not given)	3	11
CC(C)(C)c1nnc2sc(SCC(=O)N3CCCc4ccccc43)nn2c1=O	10	-14
O=C(O)c1c(Cl)cccc1Nc1ccccc1	2	-1
O=C(COc1cccnc1[N+](=O)[O-])Nc1c(Cl)cccc1Cl	-12	6
Cc1ccc(C(=O)NN2C(=O)C3C4C=CC([C@@H]3C2=O)C42CC2)cc1 (stereo not given in full)	-1	-5
C=CCN1C(=O)C2(OCCCO2)c2cc(CCCC)ccc21	1	-7
O=C(CCl)N1c2ccccc2Sc2c1ccc1ccccc21	-1	4
Cc1nn(CC(=O)NC(C)C)c(C)c1[N+](=O)[O-]	-1	4
O=C(CSc1nnnn1-c1cccc(F)c1)NC1CC1	-8	-14
Cc1cccc(C(=O)NCCc2csc(C)n2)c1	-3	3
C[C@H]1CN([C@@H](C)CO)C(=O)c2cc(Br)cnc2O[C@H]1CN(C)Cc1ccccc1C(=O)O	7	2
C[C@@H]1CCCCO[C@@H](CN(C)S(=O)(=O)c2cn(C)cn2)[C@@H](C)CN([C@H](C)CO)C(=O)c2cc(N(C)C)ccc2O1	-4	-3
CCOC(=O)C1(CCc2ccccc2)CCN(Cc2cnc(N(C)C)s2)CC1	-12	11
Clc1ccc(Cl)c2sc(N3CCCC3)nc12	4	-3
Cc1ccc2cc(CN(CC3CCCO3)C(=O)NC3CCCCC3)c(=O)[nH]c2c1C (stereo not given)	0	-9
N#CCSc1nnc(-c2ccccc2O)n1CCc1ccccc1	-15	-15
CC(C)(C)OC(=O)C[C@@H]1C/C=C\C[C@@H](CC(=O)N(CCO)Cc2ccccc2)C(=O)NC[C@@H](c2ccccc2)OC1=O	10	3
COC(=O)C1(C)NC(c2ccccc2C)C2C(=O)N(c3ccccc3)C(=O)C21 (stereo not given)	-2	1
CCOC(=O)C1(C)CCCN(C(=O)c2ccc(F)cc2Cl)C1 (stereo not given)	-16	9
O=C(CSC(=S)N1CCCC1)NCC(=O)Nc1ccccc1Br	9	-1
CSc1ncnc2c1ncn2CCCNC1CCN(Cc2ccccc2)CC1	13	7
NC(=O)NS(=O)(=O)Oc1ccccc1	3	1
Cc1cc(C)c2c(=O)n(-c3ccccc3)[nH]c2n1	-9	4
Cc1ccc(OCC(=O)N/N=C\c2c(C)n(C)c3ccccc23)c([N+](=O)[O-])c1	6	4
CC(=O)OC1CCC2C3CCc4cc(O)ccc4C3CCC12C (stereo not given)	-13	-8
CC(C)(C)c1cc(CNC2CS(=O)(=O)C[C@@H]2O)cc(C(C)(C)C)c1O (stereo not given in full)	21	-2
COCc1ccc(C(=O)N2CCCC(C(=O)c3cccc(C(F)(F)F)c3)C2)o1 (stereo not given)	-2	-7
O=C(Nc1ccncc1)c1cc(-c2ccccn2)nc2ccccc12	14	0
COc1cnc(-c2ccccn2)nc1Oc1c(C)cccc1C	-10	31
COc1cc(C)ccc1NC(=O)c1ccc(S(=O)(=O)N2CCOCC2)cc1	30	-13
COc1ccc2[nH]c(=S)[nH]c2c1	1	4
CCCC1CCC(=NNC(=S)NCCc2ccccc2)CC1 (stereo not given)	-68	-3
COc1ccc(OC)c(NC(=O)COC(=O)C2CCN(C(=O)c3ccc(Cl)cc3)CC2)c1	7	5
Cc1ccc2nc(NCc3ccccc3)c(C=NCc3ccccc3)c(=O)n2c1	-6	1
COC(=O)c1[nH]c(C)c(/C(O)=C2\C(=O)C(=O)N(CCN3CCOCC3)C2c2cccs2)c1C (stereo not given)	3	10
Cc1ccccc1C(=O)N1CCN(c2ccc(NC(=O)c3cccnc3)cc2)CC1	-11	10
CC(=O)Nc1nc2cc3c(cc2s1)OCCO3	4	-6
C#CCOCCOCCOCCNc1nc(N2CCOCC2)nc(N2CCN(C(=O)CCCCCCCCCCNC(=O)[C@H]([C@@H](C)CC)n3cc(CCCCN=C(N)N)nn3)CC2)n1	-28	21
COc1ccc(Nc2ccc(OC)cc2)cc1	46	-5
CCc1ccc(NC(=O)COC(=O)/C(=C/c2ccccc2OC)c2ccccc2)cc1	10	-14
COc1ccc(NC(=O)c2cc(-c3ccco3)on2)cc1	-10	4
Cc1ccc([N+](=O)[O-])cc1N(CC(=O)NC1CCCC1)S(C)(=O)=O	-4	4
O=C(CN1CCCCC1)NCC(=O)Nc1ccc(F)c(F)c1F	1	3
CC(=O)C(C)Oc1ccc2c3c(c(=O)oc2c1C)CCCC3 (stereo not given)	-10	9
O=C1CSC(=S)N1/N=C/c1cccnc1	2	-18
CCn1nc(C)c(CNC(=O)C2CCC(=O)N(Cc3ccc(Cl)cc3)C2)c1C (stereo not given)	-10	-1
CCCCn1c(N)c(Sc2ccc(C)cc2)c(=O)[nH]c1=O	-18	-2
O=C(Nc1ccc2oc(-c3cccnc3)nc2c1)c1ccc(Br)o1	5	-9
CC(C)NC(=O)CSCc1ccccc1Cl	13	7
CSc1ccc(CN2CCN(C(=O)c3ccc([N+](=O)[O-])cc3)CC2)cc1	-14	4
CCCCCCn1c(=O)n2n(c1=O)C[C@]1(OC(=O)NCc3ccccc3F)CN(S(=O)(=O)c3ccc(C)cc3)C[C@]1(O)C2	8	-1
CCOC(=O)N(C)c1c(CC)nc2c(OCc3cccc(Cl)c3)cccn12	1	-10
CCCCc1cc2ccccc2c(OCCN(C)C)n1	-13	4
CCN(CC)S(=O)(=O)c1ccc(N2CCCC2)c(C(=O)OCC(=O)Nc2cc(C)on2)c1	-7	16
CCOc1ccc(NCc2nnc(SCC(=O)Nc3nc(-c4ccccc4)cs3)n2-c2ccccc2)cc1	-1	13
Cc1ccnc(NC2CCCCC2)c1	6	-8

(next part)
SMILES	TAG inh	TAG inh DAPI viability
Cc1cc(C(=O)NCC(=O)Nc2ccc(F)c(F)c2)c(C)o1	-5	-3
O=C(NCCNC(=O)c1ccccc1O)c1ccccc1O	-3	-7
C[C@@H]1CN([C@H](C)CO)C(=O)CCCn2nncc2CO[C@H]1CN(C)C(=O)C1CC1	-2	0
O=C(Cn1c2[n+](c3ccc(C(F)(F)F)cc31)CCCCC2)Nc1c(F)cccc1F	1	-13
O=C(OCc1ccccc1)N1CCC2CC1c1cc(N3CCN(S(=O)(=O)c4cc(Cl)cc(Cl)c4)CC3)ccc12 (stereo not given)	10	11
Fc1ccc(Cn2ccc(-c3cnc(-c4ccccc4)s3)n2)cc1	-39	29
CCN(CCCNC(=O)c1[nH]c(C)c(C(C)=O)c1C)c1ccccc1	-4	-10
CCOC(=O)c1cnc[nH]c1=O	0	0
Cc1cc(-c2ccc(NS(=O)(=O)c3ccccc3)c(C)c2)ccc1NS(=O)(=O)c1ccccc1	-14	-5
Cc1cc(NC(=O)CCCC(=O)NCc2cccs2)no1	16	-9
COc1ccc(N(C)C2=NS(=O)(=O)c3ccccc32)cc1	13	-18
CC(C)CN(C(=O)COC(=O)C12CC3CC(CC(O)(C3)C1)C2)C1CCS(=O)(=O)C1 (stereo not given)	5	3
Cn1cccc1C(=O)OCC(=O)NCCc1ccc(S(N)(=O)=O)cc1	-2	-7
COc1ccccc1CN1CC(C(=O)N2CCC(OC)CC2)CCC1=O (stereo not given)	-5	2
CCOC(=O)c1c(-c2ccccc2)c[nH]c1C	0	1

A draw from above in order of molar mass, ascending:
SMILES	TAG inh	TAG inh DAPI viability
Cc1cc(NC(=O)CCCC(=O)NCc2cccs2)no1	16	-9
CCN(CCCNC(=O)c1[nH]c(C)c(C(C)=O)c1C)c1ccccc1	-4	-10
C[C@@H]1CN([C@H](C)CO)C(=O)CCCn2nncc2CO[C@H]1CN(C)C(=O)C1CC1	-2	0
